# Source: PubChem BioAssay (several laboratories)
# Peg3 promoter – inhibitors of Peg3 promoter; HeLa PEG-Prom luciferase reporter, luminescence, overnight; hit rate 1.7% among 360,000; inhibition, % at 20 µM; AID 588405;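 active = inhibition of at least 50% at 20 µM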
# TROY NFkB inh – TROY signaling inhibition | hit rate 0.98% among 360,000 | Q293 LMP1-TROYcd NF-kB luciferase reporter, 4 h | inhibition, % at 10 µM;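 active = compounds whose plate-normalised and pattern-corrected inhibition of the luciferase reporter signal at the single screening dose is 50% or more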
# MITF TRPM1 inh – reduces MITF-dependent TRPM1 promoter luciferase signal | hit rate 0.83% among 330,000 | SK-MEL-5 TRPM1 promoter luciferase, 24 h | AID 488899 | inhibition, % at 12.5 µM;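 active = mean inhibition across replicates of 60% or more, whatever share of single replicates reaches that level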; also: values of inactives mirror those of a sister screen read the other way
# HIF-2a block – HIF-2a inhibition. 786-0 RCC cells HIF-2a reporter, luciferase luminescence, overnight. hit rate 0.72% among 360,000. inhibition, % at 18.8 µM;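 active = inhibition of the luminescence signal of 40% or more relative to plate controls, in a single-dose primary screen at 18.75 µM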
# KKLEB tox – counter-screen for CF NF-kB inhibitors: cytotoxicity; KKLEB CF airway cells viability, ATPlite luminescence, overnight; hits give low values; cells stimulated with P. aeruginosa culture filtrate; activity change (cytotoxicity), % at 5 µM; AID 602141; hit rate 0.36% among 360,000;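 active = corrected activity change at or below -50% at 5 µM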
# NR2E3 ag-1 – activates human NR2E3 receptor; hit rate 0.35% among 360,000; Q9Y5X4; CHO-S Gal4-NCOR/VP16-NR2E3 two-hybrid, luciferase; AID 602229; inhibition of corepressor binding, % at 3.98 µM;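 active = inhibition above the mean of all tested compounds plus 3 SD, cut at about 70% in these data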;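 also: 0% = DMSO with NR2E3 transfected cells and 100% = cells lacking NR2E3 construct; higher means lower luciferase signal from less NR2E3 corepressor binding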
# Target sequence (Q9Y5X4 whole entry, looked up, the tested form may be a part): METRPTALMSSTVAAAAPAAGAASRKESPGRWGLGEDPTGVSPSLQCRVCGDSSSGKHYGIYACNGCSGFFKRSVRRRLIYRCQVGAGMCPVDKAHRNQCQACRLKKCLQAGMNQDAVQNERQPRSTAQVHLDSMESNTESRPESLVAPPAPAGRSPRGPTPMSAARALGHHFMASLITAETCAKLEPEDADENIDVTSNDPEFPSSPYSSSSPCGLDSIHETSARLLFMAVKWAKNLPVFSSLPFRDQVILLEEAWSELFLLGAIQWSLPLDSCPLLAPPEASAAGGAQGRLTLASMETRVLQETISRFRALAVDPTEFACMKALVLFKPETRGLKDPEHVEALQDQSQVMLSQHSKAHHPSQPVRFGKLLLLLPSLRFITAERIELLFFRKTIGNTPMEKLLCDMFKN
# Shn3 3UTR inh – reduces Shn3 3'UTR luciferase signal in osteoblasts | Clone20 osteoblast Shn3 3'UTR firefly luciferase, 24 h | inhibition, % at 12.5 µM | hit rate 0.52% among 360,000;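 active = mean inhibition of at least 75% with every replicate also reaching 75%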;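 also: 0% = median of neutral control wells and 100% = pilot-screen positive control compound; some compounds past the cut are filed as inactive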
# NR2E3 ag-2 – activates human photoreceptor nuclear receptor NR2E3. Q9Y5X4. GST-NR2E3/biotin-RetCOR TR-FRET, 1536-well. inhibition of corepressor binding, % at 4.78 µM. hit rate 0.12% among 320,000. AID 2300;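 active = percent inhibition above the cutoff of mean plus 3 SD of all tested compounds, set per screening campaign, cut at about 20% in these data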;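 also: 0% = DMSO wells and 100% = biotin wells as full block of FRET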
#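 Format: 1536-well format; test system: GST-NR2E3 and biotin-RetCOR proteins; read-out basis: percent inhibition of TR-FRET ratio; timing: 5 h incubation at 4 °C; detection: time-resolved FRET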
# TWEAK Fn14 block – blocks TWEAK-Fn14 interaction in a reporter cell assay; TWEAK-stimulated Fn14 reporter cells, luciferase luminescence, 8 h; inhibition, % at 10 µM; hit rate 2% among 360,000; in the data active = inhibition above about 50%
# C8 TRAIL sens – caspase-8 TRAIL sensitization; inhibition (viability loss, TRAIL sensitization), % at 10 µM; NB7+C8 cells + TRAIL, ATPlite viability luminescence; hit rate 1% among 360,000;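 active = compounds causing at least 50% loss of cell viability in the single-dose screen, relative to plate controls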
# CF NFkB inh – cystic fibrosis NF-kB activation inhibition; KKLEB NF-kB-GFP reporter, PAF-induced, GFP fluorescence overnight; inhibition, % at 5 µM; hit rate 0.86% among 360,000; AID 588850;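 active = at least 50% inhibition at 5 µM, scaled per plate between neutral and stimulator controls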;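 also: PAF is a Pseudomonas aeruginosa culture filtrate used as stimulus; plate controls were PAF-stimulated DMSO wells for no effect and unstimulated DMSO wells for full effect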
# An asterisk follows results filed as active; · = not tested or not shown.
SMILES,Peg3 promoter,TROY NFkB inh,MITF TRPM1 inh,HIF-2a block,KKLEB tox,NR2E3 ag-1,Shn3 3UTR inh,NR2E3 ag-2,TWEAK Fn14 block,C8 TRAIL sens,CF NFkB inh
O=C(O)CSC1=NC(=Nc2ccc(Cl)cc2)C2(CCCCC2)N1c1cccc(C(=O)O)c1,-9.2,-10.3,-8.2,16.1,3.1,-5.3,3.5,0.3,-38.3,-9.3,0.2
CC(C)CN(C(=O)COC(=O)/C=C/c1ccccc1)C1CCS(=O)(=O)C1 (stereo unspecified),3.3,9.0,8.5,-2.6,14.3,-20.1,1.4,-1.1,10.6,-2.2,-5.5
Cc1ccc(CN2CCN(Cc3cccn3-c3ccccn3)CC2CCO)cc1 (stereo unspecified),-4.4,-2.5,3.4,0.7,-7.7,-7.5,9.1,6.0,-6.0,2.7,1.2
CC1=C(N2CCN(c3ncccn3)CC2)CCC1=O,2.3,-0.4,10.2,0.9,20.2,-9.5,-9.4,1.9,-0.6,-7.2,-4.7
Cc1ccccc1-n1ncc2c(SCC(=O)N3c4ccccc4CC3C)ncnc21 (stereo unspecified),7.0,28.3,-11.3,-10.8,-5.4,-3.3,20.8,-0.6,14.5,5.3,-17.2
COc1ccc(NC(=O)C2CCN(c3cc(-c4ccccc4)nc4ncnn34)CC2)cc1OC,24.6,37.3,28.5,8.1,35.8,-10.1,60.5,-3.7,22.8,9.2,35.8
CC(C)(C)c1ccc(Oc2ccc(NC(=O)c3cccs3)cn2)cc1,-6.1,31.8,6.1,4.9,-9.0,40.6,82.2,-1.9,31.6,27.1,17.2
CC1Oc2ccccc2N(Cc2ccc(F)cc2)C1=O (stereo unspecified),11.6,5.2,-0.9,22.1,7.3,-29.4,-14.6,-0.8,7.0,-5.6,-13.1
Cc1ccc(S(=O)(=O)N2CCC(=O)N(C(CO)C(C)C)CC2)cc1 (stereo unspecified),5.7,-1.7,4.0,14.0,-14.5,-13.1,17.2,1.1,1.4,-2.8,21.6
CC(=O)Nc1ccc(-c2ccnc3c2CC(C)(C(=O)Nc2ccccc2)O3)cc1 (stereo unspecified),27.9,-15.2,·,18.9,-1.0,-15.3,3.2,·,-24.5,-17.3,-20.2
O=c1c(-c2ccc3c(c2)OCCO3)coc2cc(O)cc(O)c12,-279.9,-37.5,-29.3,-206.6,1.9,-169.1,-10.4,-3.7,-1.6,32.2,-1.9
O=C(CSc1ccc(-c2ccco2)nn1)NCc1ccc2c(c1)OCO2,9.5,5.4,-10.0,18.7,-3.1,-1.5,6.6,4.2,1.4,-11.9,2.7
COc1ccc(C(=O)NCc2nnc(SCC(=O)c3ccccc3)n2C)cc1,4.7,-1.7,-3.2,9.8,17.9,-32.3,-1.2,6.3,12.3,-29.0,-8.6
COc1ccc(NC(=O)COC(=O)[C@@H]2CCCN2S(=O)(=O)c2ccccc2F)c(OC)c1,14.8,-12.8,-5.7,16.5,-12.0,-9.4,7.1,2.4,-9.5,-3.8,-4.0
COc1ccc(NC(=O)/C(C#N)=C\c2cc(C)n(-c3ccc4c(c3)OCO4)c2C)cc1,8.6,20.9,16.1,-33.5,-31.7,-13.0,25.7,0.2,51.4*,-4.0,35.0
COc1cc(C(=O)N/N=C\c2ccccc2)c([N+](=O)[O-])c(OC)c1OC,15.5,9.7,1.2,4.4,-1.8,-44.1,10.9,1.5,7.3,-1.2,-2.4
O=C(NCc1ccco1)C1CCCN(S(=O)(=O)c2ccccc2)C1 (stereo unspecified),-3.7,7.6,12.1,18.2,1.5,-12.5,-4.2,-1.9,17.6,-5.4,-10.2
O=C(CSCc1ccccc1)N1CCN(c2cccc(C(F)(F)F)c2)CC1,-7.0,1.8,1.0,2.1,-12.9,9.1,20.7,4.8,3.2,-13.3,-11.9
CCN(CC)C(=O)c1c(NC(=O)c2ccccc2)sc(C)c1C,6.4,15.1,3.1,6.7,0.1,12.3,-2.0,-6.2,20.8,-7.5,9.3
CCC(=O)Nc1nc2nc(C)cc(=O)n2[nH]1,8.6,-3.9,0.4,15.3,-7.9,-0.5,-9.8,1.2,-9.5,-1.1,0.5
O=C(c1[nH]c(C(F)(F)F)nc1-c1ccccc1)N1CCN(c2ccc(C(F)(F)F)cn2)CC1,12.1,-10.8,·,2.2,-0.5,-9.7,51.7,·,19.9,4.1,3.3
N#C/C(=C/c1ccccc1[N+](=O)[O-])c1nc(C2CC2)cs1,-150.1,-56.2,-10.4,-129.8,11.1,-57.8,1.0,-3.2,7.9,26.8,-9.0
CCOC(=O)C1CCN(C(=O)COc2ccc(Br)cc2)CC1,-5.9,-25.3,-2.9,37.0,-11.8,4.8,3.9,-0.8,1.0,-17.3,3.1
Cc1noc(C)c1NC(=O)N(C)C[C@H]1Oc2ccc(NC(=O)Nc3ccc(C(F)(F)F)cc3)cc2C(=O)N([C@H](C)CO)C[C@@H]1C,-3.9,-10.9,-0.5,9.2,-10.6,-0.3,-1.7,·,-9.1,-18.0,20.8
CCCCN(CC)CCNC(=O)c1cc2c(-c3ccc(Cl)cc3)nn(C)c2s1,102.7*,-56.6,68.2*,31.3,-1.6,-3.5,-13.6,-2.6,-91.5,21.1,-5.0

# The list goes on, overlapping the part above by 4 compounds.
SMILES,Peg3 promoter,TROY NFkB inh,MITF TRPM1 inh,HIF-2a block,KKLEB tox,NR2E3 ag-1,Shn3 3UTR inh,NR2E3 ag-2,TWEAK Fn14 block,C8 TRAIL sens,CF NFkB inh
N#C/C(=C/c1ccccc1[N+](=O)[O-])c1nc(C2CC2)cs1,-150.1,-56.2,-10.4,-129.8,11.1,-57.8,1.0,-3.2,7.9,26.8,-9.0
CCOC(=O)C1CCN(C(=O)COc2ccc(Br)cc2)CC1,-5.9,-25.3,-2.9,37.0,-11.8,4.8,3.9,-0.8,1.0,-17.3,3.1
Cc1noc(C)c1NC(=O)N(C)C[C@H]1Oc2ccc(NC(=O)Nc3ccc(C(F)(F)F)cc3)cc2C(=O)N([C@H](C)CO)C[C@@H]1C,-3.9,-10.9,-0.5,9.2,-10.6,-0.3,-1.7,·,-9.1,-18.0,20.8
CCCCN(CC)CCNC(=O)c1cc2c(-c3ccc(Cl)cc3)nn(C)c2s1,102.7*,-56.6,68.2*,31.3,-1.6,-3.5,-13.6,-2.6,-91.5,21.1,-5.0
CC(Oc1cc(-c2ccccc2)cc2ccccc12)C(=O)N1CCOCC1 (stereo unspecified),20.9,30.6,5.1,9.0,-1.0,12.0,-5.3,4.6,10.9,5.0,6.5
CCCCNC(=O)C1(C)CCN1Cc1cc(C)ccc1C (stereo unspecified),15.7,-5.3,·,16.6,-1.5,21.8,10.1,·,-13.2,-23.6,7.3
O=c1c2c(n3cnnc3n1-c1ccccc1)-c1ccccc1CC21CCCCC1,-1.8,21.1,-0.2,18.4,10.0,-3.1,-7.3,5.2,-2.0,-10.8,3.2
Cc1ccc(N2CCN(C(=O)c3ccccc3)CC2)c(C)c1,3.4,8.9,4.1,-5.7,-1.4,3.2,13.9,-2.1,-2.1,-4.7,15.6
Cc1ccc(-c2noc(CCCC(=O)N3CCOCC3)n2)cc1,9.9,1.6,14.3,9.3,15.2,-8.9,3.8,-0.2,4.5,2.0,-15.9
CCOc1ccc(C(=S)N2CCOCC2)cc1OCC,11.9,5.2,-5.8,11.9,-7.6,-20.6,0.8,1.8,-5.9,-16.1,4.4
CCOc1ccc(-c2nnc(SCC(=O)Nc3cc(C)on3)o2)cc1,-50.7,-13.7,11.8,-9.4,-8.0,-13.9,25.4,1.0,-10.4,7.6,-7.6
CC(C)OC(=O)Nc1ccc2c(c1)N(C(=O)CCN1CCOCC1)c1ccccc1CC2,-5.7,-34.1,0.9,-13.1,-22.2,-2.1,7.3,0.3,13.3,8.8,41.1
COc1ccccc1NC(=O)c1cc2c(CO)cnc(C)c2oc1=Nc1ccccc1,40.3,-10.8,4.3,13.0,3.8,-15.1,12.4,2.5,-10.8,0.6,-0.7
CCN(C(=O)COC(=O)CCCOc1ccccc1)c1c(N)n(Cc2ccccc2)c(=O)[nH]c1=O,0.8,-1.4,0.9,13.9,-0.6,-5.9,8.6,0.2,-2.6,-28.7,7.3
Cc1cccc(N/N=C(\C(N)=O)C2=NC(C)(C)Cc3ccccc32)c1,46.6,36.0,2.9,13.0,-15.8,-13.1,9.7,1.5,27.2,20.8,28.1
Clc1ccc(-c2csc(-c3ccno3)n2)cc1,-114.9,-71.8,-32.0,-177.3,18.8,-5.8,3.4,3.0,-6.3,21.7,-26.5
CCCNC(=O)C(Cc1ccc(C(F)(F)P(=O)(OCC)OCC)cc1)NC(=O)c1ccc(C#N)cc1 (stereo unspecified),1.2,9.8,-4.8,14.1,-8.6,-14.2,-0.3,·,2.8,-8.7,15.6
NC(=O)c1cc(N2C(=O)C3CC=CCC3C2=O)ccc1N1CCCCC1 (stereo unspecified),2.9,4.0,-1.4,15.8,-3.2,-0.9,-24.0,-0.5,-20.1,3.2,4.1
CCCn1c(N2CCN(S(=O)(=O)Cc3ccccc3)CC2)nc2ccccc21,25.0,20.4,-2.2,8.3,-8.9,-4.7,2.9,-0.9,16.5,27.0,4.4
CCn1c(SCC(=O)Nc2cc(Cl)ccc2OC)nnc1C1CC1,13.8,-8.3,5.3,5.6,13.9,8.9,11.2,-1.1,-9.1,3.1,-0.5
CC1CCCC(C)N1CCCNC(=O)CN1C(=O)c2cccnc2Oc2ccc(Cl)cc21 (stereo unspecified),-1.3,5.3,-3.3,5.0,-6.4,1.8,-6.1,-1.1,-6.3,-11.6,3.7
CCC(=O)N(CCC(Cc1ccccc1)c1ccco1)Cc1ccco1 (stereo unspecified),15.2,2.7,0.4,8.3,7.6,-7.6,-3.2,1.1,-6.2,8.3,-3.1
Cc1ccc(NC(=O)CSC2=C(C#N)C(c3ccc4c(c3)OCO4)CC(=O)N2)cc1C (stereo unspecified),9.5,24.6,9.2,4.4,-2.4,-0.2,15.3,-1.4,35.3,9.1,0.1
CC(=O)c1c(C)[nH]c(C(=O)COC(=O)CN2C(=O)C3CCCCC3C2=O)c1C (stereo unspecified),-5.3,12.7,9.7,0.5,-12.5,-12.0,-2.8,·,16.9,20.8,9.5
CCOc1ccc(NC(=O)CCn2ccnc2)cc1,8.4,-10.3,5.9,13.7,12.1,-14.9,-10.2,-2.1,12.4,-5.4,-8.9
Cc1cc(C(=O)Nc2ccc(C(=O)O)cc2)c(-c2ccccc2)o1,-11.5,-11.4,-8.9,-1.8,3.6,-43.5,11.1,-0.4,-10.6,-5.7,1.3
O=C(N/N=C/c1cc([N+](=O)[O-])ccc1O)c1cccc2cc[nH]c12,39.7,-37.0,74.3*,-12.3,-13.8,-13.8,46.8,0.7,-4.7,20.1,18.4
Cc1noc(NS(=O)(=O)c2ccc(NC(=O)c3nn(-c4ccccc4)ccc3=O)cc2)c1C,-2.3,-9.5,0.5,-1.6,-8.8,-0.5,14.1,3.5,1.7,13.6,3.3
CC(C)C(NC(=O)c1ccco1)C(=O)OCC(=O)N1CC(=O)Nc2ccccc21 (stereo unspecified),1.2,12.3,-10.0,5.5,4.2,-12.9,4.7,·,-14.3,-15.8,-17.3

# A portion of the library; rates above refer to the full screens.
